NALP1 yeast inh: NALP1 inflammasome inhibitors in reconstituted yeast, colorimetric, S. cerevisiae, triplicate retest; S. cerevisiae NALP1/ASC/caspase-1 growth, X-gal OD620, 72 h; inhibition, % at 10 µM; hit rate 0.61% among 280,000; AID 2071, 2009; in the data active = inhibition mostly above about 24%, no sharp cut-off; inactive = mostly below about 32%; also: some compounds called inactive have numbers as strong as hits
VIM-2 inh: VIM-2 metallo-beta-lactamase inhibitors, primary screen, biochemical, epi-absorbance readout, Pseudomonas aeruginosa enzyme | inhibition, % at 5.6 µM | hit rate 0.89% among 290,000 | purified VIM-2, nitrocefin hydrolysis, epi-absorbance fluorescence;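 active = inhibition above the mean of all tested compounds plus 3 SD, cutoff set per screening run, cut at about 7.5% in these data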;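 also: red hydrolysis product quenches plate fluorescence so inhibitors raise well fluorescence; 0% = enzyme with DMSO and 100% = DMSO without enzyme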
p-CIP stab down: p/CIP-EGFP fusion destabilizers, primary screen, fluorescence, F442A cells; AID 1984, 2009; hit rate 0.01% among 290,000; decrease of EGFP signal, % at 10 µM; 16 h; Q05BA5;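 active = EGFP signal decrease of at least 30% at 10 µM or well 3 SD below plate mean, unless failing retest; inactive = the rest, including hits failing retest or dose response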; also: some compounds called inactive have numbers as strong as hits; many of its hits are not listed in these tables
IMP-1 inh: IMP-1 metallo-beta-lactamase inhibitors, primary screen, biochemical, epi-absorbance readout, Pseudomonas aeruginosa enzyme; inhibition, % at 5.6 µM; metallo-beta-lactamase IMP-1 (Pseudomonas aeruginosa); hit rate 0.45% among 290,000; purified IMP-1, nitrocefin hydrolysis, epi-absorbance fluorescence;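 active = inhibition above the mean plus 3 SD of all compounds in the same screening run, cut at about 4.5% in these data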;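 also: 0% = IMP-1 with DMSO and 100% = DMSO wells lacking enzyme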
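Assay system: purified recombinant IMP-1 beta-lactamase. Input: IMP-1 0.2 nM before substrate addition. Buffer or medium: Zinc- and detergent-supplemented HEPES buffer, pH 7.1. Schedule: 25 °C, 15 min preincubation, 25 min reaction. Signal: Epi-absorbance fluorescence, 480 nm excitation, 530 nm emission. Evaluation: percent inhibition from optical density relative to buffer-blank wells.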
IDE cell inh: human IDE inhibitors in live cells, primary screen, fluorescence polarization, HEK cells, FAbetaB substrate; Insulin-degrading enzyme (Homo sapiens), P14735; FAbetaB cleavage; inhibition, % at 5.59 µM; hit rate 0.41% among 320,000; AID 434962, 2010;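 active = percent inhibition above the average of all tested compounds plus 3 SD, set per screening campaign, cut at about 16% in these data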;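 also: IDE supplied by intact live HEK cells; FP after avidin binding of uncleaved biotin substrate so inhibition keeps polarization high; 0% = DMSO wells and 100% = 60 µM reference IDE inhibitor Ii1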
PHOSPHO1 block: PubChem AID 1565; recombinant PHOSPHO1, absorbance phosphatase assay; inhibition, % at 13.3 µM; hit rate 1.1% among 290,000; in the data active = inhibition above about 60%
Target sequence (Q8TCT1 whole entry, looked up): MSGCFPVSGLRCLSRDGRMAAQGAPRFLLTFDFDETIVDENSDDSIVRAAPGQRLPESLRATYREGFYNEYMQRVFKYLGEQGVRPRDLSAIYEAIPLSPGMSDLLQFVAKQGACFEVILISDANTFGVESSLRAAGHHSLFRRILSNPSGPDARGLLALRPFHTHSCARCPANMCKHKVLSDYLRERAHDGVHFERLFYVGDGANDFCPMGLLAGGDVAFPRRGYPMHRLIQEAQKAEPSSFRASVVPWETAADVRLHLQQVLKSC
M18AAP inhibitor: PfM18AAP inhibitors, malaria aminopeptidase, primary screen, biochemical, QFRET, recombinant enzyme; hit rate 1.2% among 290,000; M18 aspartyl aminopeptidase (Plasmodium falciparum 3D7); H-Glu-NHMec fluorogenic cleavage; inhibition, % at 7.35 µM;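 active = inhibition above the campaign mean inhibition over all tested compounds plus 3 SD, cut at about 28% in these data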;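 also: 0% = plate median of test compound wells and 100% = 2 mM ZnCl2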
IDE cell activ: human IDE activators in live cells, primary screen, fluorescence polarization, HEK cells, FAbeta-B substrate. Insulin-degrading enzyme (Homo sapiens), P14735. FAbeta-B cleavage; 0% vehicle, 100% cell-free pure enzyme wells. activation, % at 5.96 µM. hit rate 0.073% among 340,000. AID 493087, 2011;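 active = activation above the mean of all tested compounds plus 3 SD, set per screening campaign, cut at about 17% in these data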
GPR7 antag: GPR7 receptor antagonists, primary screen, cell-based, fluorescence, single concentration | Neuropeptides B/W receptor type 1 (Homo sapiens), P48145 | GPR7-expressing cells, fluorescence antagonist assay | inhibition, % at 4.4 µM | hit rate 1.1% among 290,000; in the data active = inhibition above about 16%, passing the limit was not always enough;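 also: cells stimulated with the agonist NPW; 0% = agonist with vehicle and 100% = vehicle without agonist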
Target sequence (P48145 whole entry, looked up): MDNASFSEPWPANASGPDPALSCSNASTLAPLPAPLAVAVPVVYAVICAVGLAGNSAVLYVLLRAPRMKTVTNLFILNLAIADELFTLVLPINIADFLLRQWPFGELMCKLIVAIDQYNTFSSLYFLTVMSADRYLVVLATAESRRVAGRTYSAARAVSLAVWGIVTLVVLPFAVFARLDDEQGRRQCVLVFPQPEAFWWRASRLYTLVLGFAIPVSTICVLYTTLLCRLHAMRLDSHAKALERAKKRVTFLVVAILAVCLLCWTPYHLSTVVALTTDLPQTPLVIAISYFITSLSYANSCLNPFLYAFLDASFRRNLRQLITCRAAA
Active calls of the source: *; · = no result given.

The first 5 compounds as a preview:
(1) CC(=O)Nc1ccc2sc(C)nc2c1
(2) COC(=O)C1=C(C)NC(=O)NC1C1CC=CCC1 (centres undefined)
(3) CNC(=O)COC(=O)c1cc(-c2ccco2)nc2ccccc12
(4) COc1ccc(CC(=O)Nn2c(-c3ccccc3)nc3ccccc3c2=O)cc1
(5) CCOc1ccc(-n2cc(C(=O)NCc3ccco3)c3cc(OC)c(OC)cc3c2=O)cc1

entry no. | 1 | 2 | 3 | 4 | 5
NALP1 yeast inh | 12 | 4 | -6 | 31 | 4
PHOSPHO1 block | 1 | 21 | -2 | 0 | 13
IMP-1 inh | -0.4 | -3.8 | -1.8 | -3.1 | -2.1
VIM-2 inh | 1.7 | -3.7 | -1.6 | -4.0 | 0.2
IDE cell inh | -1 | 3 | 0 | 5 | -2
IDE cell activ | 5 | 3 | 5 | 3 | 0
GPR7 antag | 1 | -14 | 0 | -2 | -6
p-CIP stab down | -2 | -8 | -10 | 9 | -14
M18AAP inhibitor | 3 | 9 | 6 | 2 | -8

This part in full, previewed entries included:
(1) CC(=O)Nc1ccc2sc(C)nc2c1
(2) COC(=O)C1=C(C)NC(=O)NC1C1CC=CCC1 (centres undefined)
(3) CNC(=O)COC(=O)c1cc(-c2ccco2)nc2ccccc12
(4) COc1ccc(CC(=O)Nn2c(-c3ccccc3)nc3ccccc3c2=O)cc1
(5) CCOc1ccc(-n2cc(C(=O)NCc3ccco3)c3cc(OC)c(OC)cc3c2=O)cc1
(6) O=S1(=O)CCOC[C@H](CC2CCCCC2)N1Cc1ccccc1Br
(7) Cc1ccc(C)c(Nc2nc3nonc3nc2N2CCOCC2)c1
(8) O=C(CN1CCN(C/C=C/c2ccccc2)CC1)NC(=O)NC1CCCCC1

entry no. | 1 | 2 | 3 | 4 | 5 | 6 | 7 | 8
NALP1 yeast inh | 12 | 4 | -6 | 31 | 4 | 12 | 1 | 28
PHOSPHO1 block | 1 | 21 | -2 | 0 | 13 | -13 | 61* | -23
IMP-1 inh | -0.4 | -3.8 | -1.8 | -3.1 | -2.1 | -2.9 | -1.8 | -3.2
VIM-2 inh | 1.7 | -3.7 | -1.6 | -4.0 | 0.2 | 0.4 | -3.5 | -0.8
IDE cell inh | -1 | 3 | 0 | 5 | -2 | 0 | -1 | 4
IDE cell activ | 5 | 3 | 5 | 3 | 0 | 0 | 7 | -5
GPR7 antag | 1 | -14 | 0 | -2 | -6 | -16 | -7 | -1
p-CIP stab down | -2 | -8 | -10 | 9 | -14 | -12 | 3 | 1
M18AAP inhibitor | 3 | 9 | 6 | 2 | -8 | 3 | 6 | 4

(9) Cc1cccc(OCC(=O)N2CCN(c3nnc(-c4ccccc4)c4ccccc34)CC2)c1
(10) COc1ccc(-c2noc(CSc3nc4ccccc4c(=O)n3-c3ccc(C)cc3)n2)cc1
(11) COc1ccccc1OCCCC(=O)NC(C)c1ccccc1 (centres undefined)
(12) COc1ccccc1N1CCN(C(=O)COc2cccc(C)c2C)CC1
(13) O=C(NNC(=O)c1ccc(Cl)cc1Cl)Nc1ccccc1
(14) Cn1nc([N+](=O)[O-])nc1Sc1ccc(Cl)cc1
(15) CCC1CCCCN1CCCNC(=O)c1ccc(CS(=O)(=O)Cc2ccccc2F)o1 (centres undefined)
(16) Cc1ccc(Cn2ccc(=O)c(OCc3c(Cl)cccc3Cl)c2C)cc1

entry no. | 9 | 10 | 11 | 12 | 13 | 14 | 15 | 16
NALP1 yeast inh | 3 | -15 | -10 | 4 | 19 | 15 | 2 | 8
PHOSPHO1 block | 37 | -2 | 31 | 29 | -5 | 1 | 10 | -12
IMP-1 inh | -4.0 | -3.7 | 0.4 | -1.5 | -2.1 | -3.5 | -1.4 | -3.4
VIM-2 inh | -2.6 | -1.4 | 1.2 | -0.1 | -1.2 | 0.3 | -1.0 | -3.5
IDE cell inh | 0 | 1 | 4 | -4 | 3 | 0 | -1 | 1
IDE cell activ | 0 | 2 | -5 | 3 | 1 | -1 | 3 | 9
GPR7 antag | -10 | -7 | -2 | -8 | -5 | -1 | 4 | -2
p-CIP stab down | -13 | -3 | 6 | -6 | -1 | -14 | -24 | -12
M18AAP inhibitor | 6 | 3 | 2 | -1 | 2 | -1 | -5 | -22

(17) COc1ccc(-c2cc3c(=O)n(CC(=O)NCc4ccccc4OC)ncn3n2)cc1
(18) CN(Cc1ccon1)Cc1cn(C)nc1-c1cccc(Cl)c1
(19) Fc1ccc(CNc2ncnc3c2cnn3-c2ccccc2)cc1
(20) CCOc1cc(C(=O)NC2CC(C)(C)NC(C)(C)C2)cc(OCC)c1OCC
(21) CCCCCC(=O)Nc1ccc2oc(-c3cccnc3)nc2c1
(22) CCc1ccc(N(C2C=CS(=O)(=O)C2)S(=O)(=O)c2ccccc2)cc1 (centres undefined)
(23) C=CCN(C(=O)c1ccccn1)C(C(=O)NCc1ccccc1)c1ccccc1F (centres undefined)
(24) COc1ccc(NC(=S)N(CCN2CCOCC2)Cc2ccccc2F)cc1

entry no. | 17 | 18 | 19 | 20 | 21 | 22 | 23 | 24
NALP1 yeast inh | 2 | -4 | -17 | 10 | 47 | 4 | -4 | -14
PHOSPHO1 block | -6 | 24 | 12 | 4 | -10 | 19 | 43 | 24
IMP-1 inh | -3.2 | -1.7 | -4.2 | -2.8 | -2.0 | -1.1 | -2.6 | -1.9
VIM-2 inh | -2.2 | -2.4 | -6.2 | -1.1 | -0.4 | -2.1 | -3.2 | -3.0
IDE cell inh | 6 | -1 | -4 | 5 | 5 | 5 | 2 | 6
IDE cell activ | -2 | -6 | -2 | 5 | 0 | 1 | 2 | 2
GPR7 antag | -2 | -7 | 9 | -10 | -3 | 7 | 4 | -6
p-CIP stab down | -7 | -18 | -3 | -18 | -1 | -10 | 8 | -3
M18AAP inhibitor | 2 | 7 | -1 | 2 | -15 | -7 | 3 | 1

(25) COc1ccccc1C(=O)n1nc(-c2cccnc2)nc1N
(26) COc1cc2c(cc1OC)C1=C(C#N)CCC(=NC(=O)c3ccc(Cl)cc3)N1CC2
(27) O=C(NCc1ccccc1F)C1CCCN(S(=O)(=O)N2CCOCC2)C1 (centres undefined)
(28) Cc1cc(=O)[nH]c(/N=C(\N)Nc2ccc3c(c2)OCCO3)n1
(29) COc1ccc(CCNC(=S)NCCc2ccc(OC)c(OC)c2)cc1OC
(30) c1ccc2c(c1)ncn2-c1ncnc2sc3c(c12)CCCC3
(31) CCCOCC1CC2(CC(C)(c3csc(N)n3)OC2=O)C(=O)O1 (centres undefined)
(32) Cc1ccc(-c2cc(-c3n[nH]c(=S)o3)c3ccccc3n2)cc1

entry no. | 25 | 26 | 27 | 28 | 29 | 30 | 31 | 32
NALP1 yeast inh | 19 | 0 | 3 | 18 | -20 | -3 | 4 | 14
PHOSPHO1 block | -12 | 40 | 30 | 32 | -40 | 11 | 10 | 19
IMP-1 inh | -0.9 | -1.9 | -3.4 | -3.3 | -2.6 | -2.3 | -3.9 | -4.2
VIM-2 inh | 3.0 | -1.4 | -3.1 | -2.1 | -1.8 | -2.6 | -0.7 | -2.5
IDE cell inh | 5 | 3 | 3 | 5 | -4 | 0 | 1 | 2
IDE cell activ | -2 | -2 | 8 | -12 | · | 1 | 3 | 3
GPR7 antag | -3 | -7 | 1 | -7 | -9 | -18 | -3 | -4
p-CIP stab down | -6 | -13 | -4 | 1 | 6 | 8 | 7 | 5
M18AAP inhibitor | -10 | -2 | 1 | -1 | 1 | -1 | -10 | -23

(33) O=C(c1cccs1)N(Cc1ccco1)c1nc(-c2ccc(F)cc2)cs1
(34) O=C(c1ccccc1Br)N1CCN(c2ccccc2)CC1
(35) O=C(NCCc1ccco1)c1nn(Cc2ccccc2)c(=O)c2ccccc12
(36) CCOC(=O)C1(Cc2ccc(OC)cc2)CCN(C(=O)CN2CCN(CC)CC2)CC1
(37) CC(C)NC(=O)NS(=O)(=O)c1cnccc1N1CCCCC1
(38) O=c1oc2ccccc2c(N2CCCCC2)c1CN1CCCCC1
(39) CS(=O)(=O)N1CCN(C(=O)c2cc(-c3cccs3)nc3ccccc23)CC1
(40) O=C(CCC(=O)c1cccs1)OCc1nc2ccccc2s1

entry no. | 33 | 34 | 35 | 36 | 37 | 38 | 39 | 40
NALP1 yeast inh | -56 | 0 | 5 | 4 | 2 | 3 | 16 | -15
PHOSPHO1 block | 10 | 13 | 18 | 28 | 0 | -8 | 14 | -8
IMP-1 inh | 0.5 | 0.5 | -2.0 | -3.3 | -6.3 | -0.5 | -3.8 | -0.3
VIM-2 inh | 1.4 | -3.5 | -1.3 | -2.1 | -3.9 | -0.2 | -0.3 | -2.8
IDE cell inh | 8 | 6 | 5 | 3 | 6 | -1 | 2 | -1
IDE cell activ | -1 | 0 | 3 | 4 | 4 | -5 | 3 | -2
GPR7 antag | -1 | -1 | -3 | -5 | -13 | -8 | -9 | -9
p-CIP stab down | -10 | -6 | -6 | -8 | 13 | 13 | -3 | 3
M18AAP inhibitor | -7 | 0 | -27 | -2 | -2 | 7 | -1 | -9

(41) COc1ccc(CN2CCNC(=O)C2CC(=O)NCCCn2cccn2)c(OC)c1 (centres undefined)
(42) Cc1ccc(/C=C2\SC(=S)N(CCCC(=O)Nc3cc(C)on3)C2=O)cc1
(43) COC(=O)CNC(=O)CCC(=O)N1CCN(C(c2ccccc2)c2ccccc2)CC1
(44) CC1CCCN(C(=O)CSc2nnc(-c3cccs3)o2)C1 (centres undefined)
(45) COc1ccc(-c2nnc(-c3ccccc3)o2)cc1OC
(46) O=C(CSc1ccc2ccccc2c1)Nc1ccncc1
(47) NCc1c(O)ccc2ccccc12
(48) Cc1ccc(C(=O)NNC(=O)c2nn(-c3ccc(F)cc3)ccc2=O)cc1
(49) Cc1cccc(N2CCN(S(=O)(=O)c3ccc4c(c3)CCN4C(=O)CCC(=O)O)CC2)c1C
(50) CCOC(=O)N1CCN(C(=O)c2cccn3c(=O)c4c5c(sc4nc23)CCCC5)CC1
(51) O=C(COC(=O)CNC(=O)c1cccc([N+](=O)[O-])c1)Nc1ccccc1OC(F)F

entry no. | 41 | 42 | 43 | 44 | 45 | 46 | 47 | 48 | 49 | 50 | 51
NALP1 yeast inh | -17 | 24 | 6 | 10 | 10 | 14 | 23 | · | 6 | 34 | 22
PHOSPHO1 block | 44 | 16 | 49 | 45 | 8 | 12 | 29 | 32 | -9 | -17 | -7
IMP-1 inh | -2.8 | 0.8 | -3.0 | -1.6 | -2.6 | -4.2 | -3.6 | -1.2 | -4.5 | -3.0 | -2.6
VIM-2 inh | -2.4 | -2.0 | -0.9 | -1.0 | -0.4 | -3.0 | -3.3 | -6.1 | -1.2 | -3.8 | 3.4
IDE cell inh | 0 | -3 | 7 | -1 | 3 | -2 | 1 | 6 | 2 | 11 | 0
IDE cell activ | 8 | 6 | -2 | 0 | -1 | 4 | · | -1 | 0 | -36 | 4
GPR7 antag | -14 | -5 | -13 | -3 | -3 | 13 | -4 | 1 | -4 | -7 | 10
p-CIP stab down | 6 | 2 | -7 | -11 | -7 | -58 | -5 | -10 | -11 | 8 | -8
M18AAP inhibitor | 5 | 2 | 3 | -2 | -4 | 1 | 4 | 3 | 7 | 8 | -5

Bioassay records from PubChem BioAssay.
